USP1-UAF1 inh – USP1/UAF1 (human) deubiquitinase inhibition. O94782. recombinant USP1/UAF1, Ub-Rhodamine cleavage fluorescence. Potency, µM (highest dose often 57.1 µM), without a hit: top-dose activity change, negative = inhibition, hits mostly inhibitors. 390,000 compounds, 0.23% hits. AID 743255; further: potency means the concentration at half of the fitted maximal effect; on the % scale 0 is the no-effect control and ±100 the full control effect; nearly all actives have a fitted effect of over 60% in size; inactives centre near -12
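Step one: compound is pinned into 1nM USP1/UAF1 in HEPES pH 7.8 buffer with TCEP. Step two: 15 min room-temperature incubation. Step three: Ub-Rho (150nM final) starts cleavage, tracked by fluorescence over six one-minute reads.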
TrxR1 substrate – rat thioredoxin reductase 1 substrate activity; 390,000 compounds, 0.01% hits; AID 588456; Potency, µM (titrated, usually from 114 µM), inactives show at the highest dose activity change, negative = substrate turnover; purified TrxR1 substrate turnover, NADPH consumption readout; further: potency means the concentration at half of the fitted maximal effect; on the % scale 0 is the no-effect control and ±100 the full control effect; nearly all actives have a fitted effect of over 50% in size
Target sequence (O89049 whole entry, looked up): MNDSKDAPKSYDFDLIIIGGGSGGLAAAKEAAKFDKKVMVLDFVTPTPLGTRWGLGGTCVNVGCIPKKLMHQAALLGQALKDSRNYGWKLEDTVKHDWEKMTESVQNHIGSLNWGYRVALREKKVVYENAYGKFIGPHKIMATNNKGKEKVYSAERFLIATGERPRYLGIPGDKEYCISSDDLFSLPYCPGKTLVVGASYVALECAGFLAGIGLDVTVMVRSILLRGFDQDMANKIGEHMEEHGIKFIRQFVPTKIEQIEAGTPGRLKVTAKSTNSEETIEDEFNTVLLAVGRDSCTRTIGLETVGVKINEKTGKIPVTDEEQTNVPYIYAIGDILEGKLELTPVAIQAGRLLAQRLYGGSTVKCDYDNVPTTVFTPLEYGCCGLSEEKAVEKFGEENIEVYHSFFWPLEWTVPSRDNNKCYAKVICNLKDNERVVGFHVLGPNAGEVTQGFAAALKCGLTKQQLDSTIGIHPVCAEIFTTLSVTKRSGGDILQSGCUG
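Rat TrxR1, dispensed at 90 nM, was prereduced with 400 uM NADPH (final) for 5 min at ~22 deg C, then incubated with compound 15 min before 400 uM selenite. A first-read NADPH fluorescence drop versus no-compound background flagged substrates.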
rTrxR1 inhibitor – blocks rat thioredoxin reductase 1. O89049. recombinant rTrxR1, NADPH fluorescence consumption, selenite substrate. Potency, µM (series often up to 114 µM), without a hit: at the highest dose activity change, negative = inhibition, actives largely listed as inhibitors. 390,000 compounds, 1% hits. AID 588453; further: potency means the concentration at half of the fitted maximal effect; on the % scale 0 is the no-effect control and ±100 the full control effect; nearly all actives have a fitted effect of over 65% in size
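Rat TrxR1 (90 nM in the dispensed reagent) was pre-reduced with 400 uM NADPH for 5 min at room temperature, then incubated with compound for 15 min. After 400 uM selenite was added, NADPH fluorescence (Ex 340/Em 450 nm) was followed for 8 min.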
Pin1 inhibitor – human Pin1 inhibition; Pin1 FP peptide displacement, HiFluor488, 10 min; Potency, µM (highest dose often 115 µM), for the others: at the highest dose activity, negative = inhibition, usual class: inhibitors; 390,000 compounds, 0.009% hits; AID 504891; active means well fitted inhibition curve with a large enough effect in the polarisation, with a control signal flat, not every such curve was filed as active; inconclusive means small, poorly fitted or top-dose-only effect, or effect the other way, or a change in a side signal; inactive means no such curve, though single readings can be large or run the other way; the % refers to the polarisation; further: potency means the concentration at half of the fitted maximal effect; on the % scale 0 is the no-effect control and ±100 the full control effect
Target sequence (Q13526 whole entry, looked up): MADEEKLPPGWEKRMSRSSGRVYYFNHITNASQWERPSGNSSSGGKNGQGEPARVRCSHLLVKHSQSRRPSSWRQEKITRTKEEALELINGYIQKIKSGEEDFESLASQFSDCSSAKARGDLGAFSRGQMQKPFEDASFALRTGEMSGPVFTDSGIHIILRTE
GLS inhibitor – blocks human kidney-isoform glutaminase activity; 410,000 compounds, 0.21% hits; GLS enzymatic activity, qHTS titration; Potency, µM (series often up to 45.5 µM), without a hit: top-dose activity change, negative = inhibition, actives largely listed as inhibitors; further: potency means the concentration at half of the fitted maximal effect; on the % scale 0 is the no-effect control and ±100 the full control effect
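hKGA in 45 mM KH2PO4 pH 8.2, 0.02% Tween-20 with pin-transferred compounds; 1 mM L-glutamine (stock) plus glutamate oxidase/HRP/Amplex Red coupling added. Fluorescence read initially and after 30 min at RT.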
PI4K2A inh – blocks human PI4K2A kinase activity | Q9BTU6 | purified PI4K2A, ADP-Glo luminescence, 1 h; stronger effect = lower value | activity change, negative = inhibition, % at 76.9 µM | 420,000 compounds, 0.13% hits | AID 1346378; in the data active means activity change below about -50%; inconclusive means mostly about -30% to -49%;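 further: -100% = wells without enzyme as full effect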
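ADP-Glo luminescence measured ADP generated by PI4K2A enzyme (4 ug/mL before mixing) with 1.2 mM PI substrate (pre-mix) and 300 microM ATP (pre-mix). Tris pH7.5 buffer with MgCl2, Triton X-100; 1 h reaction at ambient temperature.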
PGK inhibitor – T. brucei PGK inhibition | P07378 | PGK/GAPDH coupled, Kinase-Glo luminescence, 60 min | Potency, µM (titrated, usually from 57.5 µM), for the others: top-dose activity change, negative = inhibition, most hits filed as inhibitors | 380,000 compounds, 0.043% hits | AID 602233; further: potency means the concentration at half of the fitted maximal effect; on the % scale 0 is the no-effect control and ±100 the full control effect; nearly all actives have a fitted effect of over 60% in size
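Luminescent ATP detection (Kinase-Glo Plus) follows a 60-minute room-temperature incubation, with wells lacking PGK as controls. Buffer: 100 mM TEA (pH 7.6), 5 mM MgCl2, 0.01% Tween-20. Coupling enzyme GAPDH (100 nM final) supplies unstable 1,3-BPG in-well.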
mIDH1 inhibitor – inhibitors of human mutant IDH1 R132H; Potency, µM (highest dose often 76.6 µM), for inactives: at the top dose activity change, negative = inhibition, hits mostly inhibitors; IDH1-R132H enzyme, NADPH consumption, diaphorase/resazurin fluorescence; O75874; 390,000 compounds, 0.093% hits; further: potency means the concentration at half of the fitted maximal effect; on the % scale 0 is the no-effect control and ±100 the full control effect; nearly all actives have a fitted effect of over 65% in size
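IDH1-R132H (0.5 ug/mL) preincubated 30 min with compound, then NADPH (0.016 mM) and alpha-KG (2 mM) added; 80 min at RT, pH 7.5. Remaining NADPH coupled via diaphorase/resazurin to fluorescence (540/590 nm); concentration-response curves normalized to no-enzyme control.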
HP1b binding inh – HP1-beta chromodomain-methylated histone interaction inhibition; AID 540317; 390,000 compounds, 0.56% hits; AlphaScreen HP1-beta / biotin-H3K9me3 peptide binding; P83916; Potency, µM (top dose mostly 114 µM), for inactives: at the highest dose activity change, negative = inhibition, actives largely listed as inhibitors; further: potency means the concentration at half of the fitted maximal effect; nearly all actives have a fitted effect of over 70% in size; inactives centre near 23
Target sequence (P83916 whole entry, looked up): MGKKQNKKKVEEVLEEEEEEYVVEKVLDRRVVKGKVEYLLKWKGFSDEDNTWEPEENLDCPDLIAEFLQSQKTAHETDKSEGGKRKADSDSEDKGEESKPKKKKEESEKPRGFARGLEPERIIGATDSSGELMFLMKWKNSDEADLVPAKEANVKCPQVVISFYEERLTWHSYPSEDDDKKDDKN
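HP1-beta protein (50 nM final) preincubated 30 min at room temperature with biotinylated H3(1-18)K9me3 peptide (50 nM) in PBS pH 7.4, 0.01% Tween-20, then compound added for 30 min. AlphaScreen streptavidin donor/nickel chelate acceptor beads (10 ug/mL final), 30 min dark, luminescence read.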
* = called active by the depositor; i = inactive; ? = inconclusive; . = no result given; & = joins results of further samples; [ ] = another dose, or the depositor's remark. Unless noted, the call rests on the fitted dose curve; in most records, active means well fitted curve in the direction sought with a large enough effect; inconclusive means small, poorly fitted or top-dose-only effect, or another doubt; inactive means no such curve, though single readings can be large; an effect the other way counts as inactive or inconclusive. Some of the compounds tested; count on the stated rates, not on these rows.

Values in the order – mIDH1 inhibitor, USP1-UAF1 inh, rTrxR1 inhibitor, PGK inhibitor, HP1b binding inh, GLS inhibitor, TrxR1 substrate, PI4K2A inh, Pin1 inhibitor
> Cc1ccc(NCc2nnc(SCC(=O)Nc3cc(C)on3)n2C)cc1
 : 1%, 7%, -7%[57.1 µM], 4%, 9%, 11%, 4%[57.1 µM], -1, -2%
> O=C(Nc1ccc2oc(-c3cccc(Cl)c3Cl)nc2c1)c1cccc(Br)c1
 : -14%, -4%, 12%, 0%, 1%, -13%, 14%, -4, 28%
> CN(CC(=O)Nc1ccc(Cl)cc1)C(=O)CN1C(=O)C2CCCCC2C1=O (configuration not stated)
 : 1%, -22%, ., -6%, ., 2%, ., 4, .
> C/C(=N/NC(=O)CN1CCN(Cc2ccccc2Cl)CC1)c1ccco1
 : 5%, -31%, -24%, -9%, 7%, 3%, -10%, -2, 1%
> CCc1cc(C(=O)N(Cc2ccccc2)c2c(N)n(CCOC)c(=O)[nH]c2=O)sc1C
 : 0%, -18%, 21%, i, 49%[activator], -2%, 6%, 3, 7%
> Cc1cccc(Cn2ccc(N)n2)c1
 : 14%, ?, 18%[57.1 µM], -5%, 8%, -7%, 5%[57.1 µM], -1, 4%
> COc1ccc(S(=O)(=O)Nc2cccc3c2O[C@H](CN(C)S(=O)(=O)c2ccccc2)[C@@H](C)CN([C@H](C)CO)C3=O)cc1
 : -3%, -7%, 11%, i, 22%, -1%, -6%, 1, -3%
> CCOc1ccc(NC(=O)NCc2c(-n3cccc3)sc3c2CCCC3)cc1
 : 0%, 1%, 16%, i, -12%, -14%, -6%, -2, 0%
> Cn1c(=O)[nH]c(=O)c2c1nc(N1CCCCCC1)n2Cc1cccc2ccccc12
 : -25%, -17%, 7%, -16%, 36%, 9%, 1%, 3, 6%
> O=C(Cc1ccsc1)NCC(c1ccco1)N1CCCCC1 (configuration not stated)
 : 1%, -22%, -31%, 17%, 64%[activator], 3%, 0%, 3, -3%
> Cc1ccc(CS(=O)Cc2ccc(C(=O)NCc3ccccc3Cl)o2)cc1 (configuration not stated)
 : -9%&0%, -20%&-2%, -11%&25%, -1%&-5%, 30%&31%, 0%&-2%, -7%&2%, 3&3, 0%&-8%
> Cc1ccc(OCC(=O)NCC(=O)OCc2cc(=O)n3nc(C(C)C)sc3n2)cc1
 : 29%, -9%, 4%[57.1 µM], i, ?, 2%, -2%[57.1 µM], -1, 4%
> Cc1ccc(NC(=O)CN(C)C(=O)c2cccc(S(=O)(=O)NCc3ccco3)c2)cc1
 : 6%, -13%, -23%, -11%, -9%, -14%, 5%, 5, -1%
> CCOC(=O)Cc1csc(NC(=S)NC(=O)C(C)(C)C)n1
 : 9%, -19%, 4%[57.1 µM], 7%, 25%, -16%, 10%[57.1 µM], -10, -1%
> COCCNC(=O)C(c1ccc(F)cc1)N(CCOC)C(=O)CCC(=O)Nc1nccs1 (configuration not stated)
 : -1%, 3%, -10%[57.1 µM], 0%, 13%, 2%, -7%, -2, 1%
> CN1CCN(C(=O)c2cc3c(C(F)(F)F)nn(C)c3s2)CC1
 : 8%, -23%, 6%, -7%, 11%, 2%, -2%, 0, -1%
> C=CC[N@@+]12CC[C@]34c5ccccc5N5/C=C6\C7N(/C=C(\C53)[C@@H](C[C@@H]41)/C(=C/CO)C2)c1ccccc1[C@@]71CC[N@@+]2(CC=C)C/C(=C\CO)[C@@H]6C[C@@H]12 (some centres not stated)
 : -8%, -30%, 9%, 8%, 35%, 56%[activator], 1%, 1, 5%
> CCOc1cccc(C(=O)Nc2ccc(S(=O)(=O)N(Cc3ccccc3)c3ccccc3)cc2)c1
 : -6%, -2%, 36%[activator], -10%, 35%, -6%, 5%, -1, 14%
> Cc1ccn2c(=O)cc(CSc3nnc(NC(=O)c4ccccc4Cl)s3)nc2c1
 : -15%, -17%, 11%[57.1 µM], 1%, 15%[57 µM], 8%, -1%[57.1 µM], -5, -8%
> CCOC(=O)c1ccc(N(CC(=O)NC2CCCCC2)C(=O)CNC(=O)c2ccco2)cc1
 : -1%, -9%, 3%, 9%, 26%, -1%, 1%, -2, 4%

More structures follow:
Values in the order – mIDH1 inhibitor, USP1-UAF1 inh, rTrxR1 inhibitor, PGK inhibitor, HP1b binding inh, GLS inhibitor, TrxR1 substrate, PI4K2A inh, Pin1 inhibitor
> COc1ccc(NCc2cccn2-c2nnc(N3CCC(C)CC3)s2)c(OC)c1
 : 0%, 0%, -10%, 0%, ?, 20%, -8%, 0, 2%
> COc1ccccc1NC(=O)C1CCCN1S(=O)(=O)c1cccc2nsnc12 (configuration not stated)
 : 1%, -10%, 2%, 0%, 28%, -4%, -9%, -2, 5%
> NC(=S)NN=Cc1nccc2c(C(F)(F)C(F)(F)C(F)(F)F)cccc12
 : 7%, -26%, ., i, ., -2%, ., -14, .
> CN(Cc1cccs1)C(=O)Cn1cnc2cc([N+](=O)[O-])ccc2c1=O
 : -5%, -16%, -4%, i, 28%, 1%, -12%, -8, 3%
> NC(=O)CC(NC(=O)c1ccccc1)c1ccc(NC2CCCC2)c([N+](=O)[O-])c1 (configuration not stated)
 : -3%, -15%, 13%, -4%, 18%, 1%, 3%, -2, ?
> O=c1c(-c2cc(-c3ccccc3)nc3c2COc2ccc(Cl)cc2-3)coc2ccccc12
 : -8%, -3%, 29%, -7%, 17%, 11%, 7%, -2, -7%
> CCS(=O)(=O)N1CCC(C(=O)Oc2ccc(C)c(C)c2)CC1
 : -1%, -23%, 19%, -5%, 21%, -2%, 0%, 0, -1%
> Cc1c(-n2cc(C(=O)O)c(=O)c3cc(F)c(N4CCCC4)c(F)c32)c(=O)n(-c2ccccc2)n1C
 : 0%, 1%, -15%, -9%, 25%, 0%, -7%, -4, 3%
> Cn1nc(C(=O)Nc2ccc3c(c2)OCCO3)c2ccccc2c1=O
 : 15%, -12%, 11%, i, 20%, -6%, -8%, 4, 7%
> NC(=O)CC(NC(=O)c1cccc(Br)c1)c1ccc(N2CCCCCC2)c([N+](=O)[O-])c1 (configuration not stated)
 : -13%, -21%, 11%[57.1 µM], 12%, -9%, -2%, 4%[57.1 µM], 1, ?
> O=C(CCCn1c(=O)c2cccn2c2cccnc21)NCCc1ccc(Cl)cc1
 : 6%&-9%, -21%&-2%, 22%&1%, -1%&-9%, 19%&28%, -16%&0%, 8%&0%, 4&0, -5%&15%
> CCOC(=O)C(=N/O)/C(C)=N/NC(=O)C(=O)Nc1cc(Cl)ccc1Cl
 : 3%, -16%, 23%[57.1 µM], -2%, 28%, 8%, 6%[57.1 µM], 1, -9%
> CC(C)(C)OC(=O)N/N=C/c1cccc([N+](=O)[O-])c1
 : 3%, -6%, 32%[activator], -6%, 26%, 6%, 2%, -4, -1%
> Cc1ccsc1/C=N/n1c(-c2ccco2)n[nH]c1=S
 : 20%, -24%, -30%, -7%, -10%, -20%, -9%, -2, 2%
> Cc1c(Br)c([N+](=O)[O-])nn1CCCC(=O)Nc1c(C)n(C)n(-c2ccccc2)c1=O
 : 4%, -20%, 9%, -10%, 57%[activator], -1%, -3%, 1, 1%
> COc1cccc(C(C[N+](=O)[O-])c2c(C)[nH]n(-c3ccccc3)c2=O)c1 (configuration not stated)
 : 1%, -17%, ?, -9%, -11%[57 µM], ?, 0%, 1, ?
> COc1ccc(CCNC(=O)c2ccc(NS(=O)(=O)c3ccc4[nH]c(=O)[nH]c4c3)cc2)cc1OC
 : -4%, -7%, 0%, 6%, 9%, -2%, -1%, 3, 6%
> CCOC(=O)COc1c(OC)cc(Cl)cc1C1NC(=O)NC(C)=C1C(C)=O (configuration not stated)
 : -4%, -14%, 5%, -6%, 35%, -1%, 4%[57.1 µM], -2, -3%

7 structures from above, sorted by heavy-atom count, ascending:
Values in the order – mIDH1 inhibitor, USP1-UAF1 inh, rTrxR1 inhibitor, PGK inhibitor, HP1b binding inh, GLS inhibitor, TrxR1 substrate, PI4K2A inh, Pin1 inhibitor
> Cc1ccsc1/C=N/n1c(-c2ccco2)n[nH]c1=S
 : 20%, -24%, -30%, -7%, -10%, -20%, -9%, -2, 2%
> CCS(=O)(=O)N1CCC(C(=O)Oc2ccc(C)c(C)c2)CC1
 : -1%, -23%, 19%, -5%, 21%, -2%, 0%, 0, -1%
> Cn1nc(C(=O)Nc2ccc3c(c2)OCCO3)c2ccccc2c1=O
 : 15%, -12%, 11%, i, 20%, -6%, -8%, 4, 7%
> COc1cccc(C(C[N+](=O)[O-])c2c(C)[nH]n(-c3ccccc3)c2=O)c1 (configuration not stated)
 : 1%, -17%, ?, -9%, -11%[57 µM], ?, 0%, 1, ?
> O=C(CCCn1c(=O)c2cccn2c2cccnc21)NCCc1ccc(Cl)cc1
 : 6%&-9%, -21%&-2%, 22%&1%, -1%&-9%, 19%&28%, -16%&0%, 8%&0%, 4&0, -5%&15%
> Cc1c(Br)c([N+](=O)[O-])nn1CCCC(=O)Nc1c(C)n(C)n(-c2ccccc2)c1=O
 : 4%, -20%, 9%, -10%, 57%[activator], -1%, -3%, 1, 1%
> O=c1c(-c2cc(-c3ccccc3)nc3c2COc2ccc(Cl)cc2-3)coc2ccccc12
 : -8%, -3%, 29%, -7%, 17%, 11%, 7%, -2, -7%

From PubChem
